Source: PubChem BioAssay (several laboratories)
DAX1 inh-1: NR0B1 (DAX1) inhibition | P51843 | HEK293 Gal4-DAX1 luciferase reporter, luminescence | inhibition, % at 6.75 µM | 340,000 compounds, 0.99% hits | AID 504766;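 active = inhibition above the mean over all tested compounds plus 3 SD, cut at about 4.2% in these data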;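 also: 0% = DAX1-transfected cells with DMSO and 100% = empty-vector control cells with DMSO; inhibition shows as a rise in luminescence from relieved DAX1 repression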
Target sequence (P51843 207-470 limits assumed): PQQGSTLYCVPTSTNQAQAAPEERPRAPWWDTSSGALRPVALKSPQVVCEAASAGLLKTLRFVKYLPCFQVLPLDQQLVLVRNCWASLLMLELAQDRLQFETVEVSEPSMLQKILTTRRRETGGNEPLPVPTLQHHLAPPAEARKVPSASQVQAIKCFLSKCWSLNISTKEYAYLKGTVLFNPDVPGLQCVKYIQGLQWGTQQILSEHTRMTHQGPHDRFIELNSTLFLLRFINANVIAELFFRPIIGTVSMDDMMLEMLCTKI
ssDAF-12 act: activators of S. stercoralis DAF-12 nuclear receptor. HEK293 ssDAF-12/GRIP1 lit1-tk-luc reporter, luminescence; % of 3 µM dafachronic acid response. activation, % at 6.8 µM. 370,000 compounds, 1% hits. AID 652126;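 active = activation above the mean over all tested compounds plus 3 SD, cut at about 0.9% in these data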;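 also: 0% = DMSO-only wells and 100% = 3 µM delta7-dafachronic acid wells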
PG9 Ab binder: small molecules binding HIV-1 gp120 antibody PG9; 360,000 compounds, 0.43% hits; inhibition, % at 6.7 µM; AID 624416; TR-FRET gp120-PG9 antibody binding; in the data active = inhibition above about 8.5%
ADAM10 inh: inhibits human ADAM10; O14672; recombinant ADAM10, EDANS/DABCYL FRET peptide cleavage, 3 h; inhibition, % at 7 µM; 370,000 compounds, 0.62% hits; AID 720582;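 active = inhibition above a per-campaign cutoff equal to the mean of compounds falling between control-based bounds plus 3 SD, cut at about 20% in these data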;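 also: 0% = DMSO wells while the 100% control is not disclosed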
Target sequence (O14672 214-748 limits assumed): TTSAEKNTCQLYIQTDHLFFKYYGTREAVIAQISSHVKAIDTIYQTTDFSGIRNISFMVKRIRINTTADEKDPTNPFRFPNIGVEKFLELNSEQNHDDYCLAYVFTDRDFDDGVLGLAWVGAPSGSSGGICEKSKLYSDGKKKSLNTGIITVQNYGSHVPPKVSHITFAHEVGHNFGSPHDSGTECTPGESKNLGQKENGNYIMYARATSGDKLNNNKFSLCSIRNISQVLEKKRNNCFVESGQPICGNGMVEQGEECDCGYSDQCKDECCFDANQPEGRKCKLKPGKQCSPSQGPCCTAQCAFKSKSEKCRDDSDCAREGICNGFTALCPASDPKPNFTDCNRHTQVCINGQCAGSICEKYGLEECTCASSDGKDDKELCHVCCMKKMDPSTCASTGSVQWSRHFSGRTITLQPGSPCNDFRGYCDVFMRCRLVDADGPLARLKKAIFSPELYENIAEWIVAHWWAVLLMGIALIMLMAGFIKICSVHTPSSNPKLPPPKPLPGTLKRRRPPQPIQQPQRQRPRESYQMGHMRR
FXN GAA850 act: increases GAA850 frataxin promoter reporter activity; HEK293 lucGAA850 FXN promoter luciferase reporter, 24 h; percent of 10 µM SAHA response; activation, % at 6 µM; 360,000 compounds, 0.56% hits; AID 540364;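 active = activation above the average of all compounds screened plus 3 SD, cutoff fixed separately per campaign, cut at about 7.5% in these data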;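 also: 0% = DMSO wells and 100% = 10 µM SAHA wells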
SMARCA2 act: SMARCA2 function activation, primary screen; MG213 cells, MMTV-luciferase reporter, dexamethasone, overnight; activation, % at 9.1 µM; 370,000 compounds, 1% hits; AID 652017; in the data active = activation above about 7.8%;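 also: 0% = vehicle wells and 100% = reference activator wells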
ADAM17 inh: inhibits human ADAM17; 370,000 compounds, 0.83% hits; P78536; inhibition, % at 6.95 µM; recombinant ADAM17, EDANS/DABCYL FRET peptide cleavage;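 active = inhibition above the mean of compounds lying between control limits plus 3 SD, set per campaign, cut at about 8.5% in these data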;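 also: 0% = DMSO-only wells as the low control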
hcDAF-12 act: H. contortus DAF-12 activation, primary screen. 370,000 compounds, 1.4% hits. HEK293 hcDAF-12 lit1-tk-luc reporter, luminescence; 0% DMSO, 100% Δ7-dafachronic acid. activation, % at 6.8 µM. AID 652067;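 active = activation above the mean of all tested compounds plus 3 SD, cut at about 5.5% in these data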;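 also: 100% = response to 3 µM Δ7-dafachronic acid high control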
DAX1 inh-2: inhibitors of DAX1 repression of SF-1 activated StAR promoter; HEK293T StAR-luciferase reporter, SF-1/DAX-1 repression relief; inhibition, % at 6.8 µM; 370,000 compounds, 1.1% hits; AID 652010;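 active = inhibition above the mean over all tested compounds plus 3 SD, cut at about 3.6% in these data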;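 also: 0% = DAX-1 cells with DMSO and 100% = cells lacking DAX-1 with DMSO; higher inhibition means more luminescence from relief of DAX-1 repression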
NPR1 activator: GC-A (human) enzyme activation | P16066 | HEK293 GC-A cells, cGMP TR-FRET, EC30 ANP; 0% at EC30 ANP, 100% saturating ANP | activation, % at 10 µM | 370,000 compounds, 0.14% hits | AID 1671463; in the data active = activation above about 40%
hgDAF-12 ag: hgDAF-12 agonism, primary luciferase screen. activation, % at 6.8 µM. 370,000 compounds, 1.8% hits. HEK293 GAL4-hgDAF12 UAS-luciferase reporter, agonist luminescence; normalized to butyrate control;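 active = activation above a cutoff set at the mean of all screened compounds plus 3 SD, cut at about 10% in these data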;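 also: 0% = DMSO wells and 100% = sodium butyrate wells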
Starred values were filed as active, the others as inactive; i = inactive; . = not tested or not shown.

SMILES	DAX1 inh-1	ssDAF-12 act	PG9 Ab binder	ADAM10 inh	FXN GAA850 act	SMARCA2 act	ADAM17 inh	hcDAF-12 act	DAX1 inh-2	NPR1 activator	hgDAF-12 ag
COc1ccc2[nH]c3c(c2c1)CCN1C(=O)C(CC(=O)NC(C)(C)C)C[C@H](C(=O)N2CCCCC2)[C@@]31CCc1ccccc1 (some centres not stated)	0.8	-1.1	0.0	0.2	-0.9	-3.0	-3.4	-1.7	0.4	-8.7	-2.2
COc1cccc(CNC(=O)[C@H]2CCCN2C(=O)[C@H]2CCCN2C(=O)c2cccc(OC)c2)c1	.	-0.9	0.2	-0.6	.	-2.9	-3.8	-0.9	-0.1	2.3	0.2
O=C(Nc1cccc(NC(=O)c2cccs2)c1)c1ccc2c(c1)OCO2	-0.9	-1.6	1.0	6.4	-1.2	-1.4	-3.7	-1.8	-0.3	4.8	5.4
Cc1ccc2nc(NC(=O)C3CCN(S(=O)(=O)c4ccc5c(c4)oc(=O)n5C)CC3)sc2c1	0.0	-1.6	-1.4	4.7	0.2	0.7	0.4	5.7*	-0.6	-14.6	-1.6
O=C(c1cccc(Cl)c1)N1CCN(Cc2ccccc2)CC1	1.2	-1.0	-0.4	-10.3	0.2	2.0	-3.5	-2.2	0.0	2.0	1.1
COc1ccc(Nc2nc3ccc(C)cc3n3cnnc23)cc1Cl	-0.9	-0.8	-1.7	1.5	0.7	-0.6	-4.2	-2.3	0.0	0.1	-0.1
O=C(CS(=O)(=O)c1ccc(F)cc1)NCCS(=O)(=O)c1ccccc1	-0.5	-1.2	0.1	2.6	-0.8	1.4	-3.7	0.0	-0.3	4.2	0.5
O=C(NCc1cccc(Cl)c1)c1cnccn1	1.1	-1.4	-3.5	2.0	0.0	-1.5	-1.7	-1.7	0.5	-0.2	0.7
CC(=O)N1N=C(c2cccc([N+](=O)[O-])c2)OC1c1ccccc1Cl (configuration not stated)	0.4	-1.5	-3.3	-5.2	0.1	1.7	3.8	-1.3	-0.2	-2.6	2.3
CCn1ccnc1CN(C)Cc1cn[nH]c1-c1ccc(F)cc1F	0.0	-0.8	-2.2	-8.3	0.7	-3.2	-5.3	-0.8	0.8	-4.1	4.8
CN1C[C@@H]2C(c3ccc(Cl)nc3)C3(c4ccccc4)CC2(C3)[C@H]1c1ccccc1 (some centres not stated)	-0.8	-1.0	-1.3	0.1	-2.9	0.3	1.0	-1.4	-0.7	-10.6	1.0
Cc1nc2cc(OCc3cc(C(=O)NC(C)c4cnn(C)c4)no3)ccc2s1 (configuration not stated)	0.4	-1.0	-3.4	-4.4	-0.7	0.1	-2.7	-1.6	-1.1	0.0	-1.8
COCCN1C[C@@H](CO)O[C@@H](n2cnc3c(NCCO)ncnc32)C1	.	-0.7	-1.0	-9.6	-1.3	-5.8	-5.8	0.3	0.2	4.4	-0.5
Cc1cccc(C(=O)Nc2ccc(O)cc2C(=O)O)c1	-1.7	-1.2	2.4	-4.7	-0.2	0.5	-1.0	-1.3	1.1	5.5	-1.7
O=C(N1CCOCC1)N1CCN(S(=O)(=O)c2ccccc2)C1	-0.6	-1.8	2.2	-8.6	2.6	-2.2	-2.4	1.1	0.2	-0.3	2.6
COc1cc(OC)c2c(-c3cccc(-c4ccc(F)c(Cl)c4)c3)cc(=O)oc2c1	0.5	-1.2	0.1	-17.1	-4.1	-5.3	-3.2	-0.5	1.8	1.3	-0.2
O=C(OCc1nnc(-c2ccccc2)o1)C1=COCCO1	1.1	-1.3	-3.1	1.5	-0.8	-1.2	-2.3	1.5	-0.1	-2.3	2.8
O=C(Nc1ccc2c(c1)OCO2)c1ccc2sc([C@@H]3O[C@H](CO)[C@H](O)[C@H](O)[C@H]3O)nc2c1	.	-0.4	-1.0	-0.4	1.8	-5.3	-1.4	4.5	0.4	0.6	5.4
CCCCOCCCNC(=O)C[C@@H]1C[C@@]2(C(=O)OC)CCCCC=C2N(CCc2ccc(OC)c(OC)c2)C1=O	.	-1.5	-1.8	-13.7	.	-5.1	1.9	-1.8	-1.0	1.1	0.8
CC(=O)Nc1ccc(-c2csc(NCc3ccco3)n2)cc1	1.3	-0.6	-1.0	-2.7	2.6	4.1	-3.9	2.5	0.8	2.2	15.3*
CCOC(=O)/C(C#N)=C/c1cn(CCC(=O)O)nc1-c1cccc(Br)c1	0.8	-1.5	-0.4	-5.5	2.7	3.8	-1.1	-0.5	0.0	-0.9	-1.1
Cc1ccc(-n2c3nc(=O)[nH]c(=O)c-3cc3c(C)nn(-c4ccccc4)c32)c(C)c1	-0.9	0.5	0.7	i	2.0	-2.1	-216.5	1.1	0.1	1.7	-1.2
CCn1c(COc2ccccc2)nnc1SCC(=O)Nc1ccc(S(=O)(=O)Nc2cc(C)nc(C)n2)cc1	.	-1.1	.	4.7	.	-0.3	1.0	-1.9	-0.4	-1.9	2.5
CCc1nc(SCC(=O)NCC2CCCO2)c2c(=O)n(C)c(=O)n(C)c2n1 (configuration not stated)	-0.5	-1.0	-1.5	-1.3	-0.7	-3.3	-6.1	-1.5	-0.5	1.5	-2.6
CN(C)c1cc[n+](Cc2c(Cl)cccc2Cl)cc1	-3.6	-1.8	-2.1	1.6	-3.1	-6.2	-1.7	-2.3	-3.0	.	-7.1
Cc1cccc(-n2c(N)cc(=O)nc2SCC(=O)Nc2nnc(C)s2)c1	0.1	-1.4	-0.1	3.4	-0.5	-2.0	-5.0	2.1	-0.7	3.7	-0.4
COc1cccc(CNC(=O)C2CCCN(S(=O)(=O)c3c(C)[nH]c(=O)[nH]c3=O)C2)c1 (configuration not stated)	0.9	-1.6	-0.3	2.1	-0.2	1.7	-4.7	-0.3	0.7	9.3	2.3
O=C(NCc1ccccc1)C(C1CC1)n1c(=O)c(-c2cc3ccccc3[nH]2)nc2ccccc21 (configuration not stated)	.	-0.6	-1.1	-344.3	.	-4.2	-120.4	2.1	-0.5	0.2	3.1
Cc1cc(C)cc(NC(=S)NC(=O)CCN2C(=O)c3ccccc3C2=O)c1	-0.8	-1.5	-1.0	-2.5	-1.7	5.0	0.0	-1.8	0.2	5.3	-1.3
COc1ccccc1NC(=O)COC(=O)C1=NN(c2ccccc2)C(=O)CC1	0.9	-0.1	0.0	-3.6	-0.4	-2.1	-6.3	-0.8	-0.1	-5.7	1.0
OC[C@@H]1CN(CCN2CCOCC2)C[C@H](n2cnc3c(NC4CCC4)ncnc32)O1	.	-0.5	0.3	-18.5	-0.1	-0.5	-1.9	-1.2	-0.2	2.1	-0.6
O=C(Nc1nc2c(s1)CN(Cc1ccccc1)CC2)c1c(F)cccc1F	0.6	-0.9	0.1	-53.8	0.9	1.5	-18.5	-0.6	1.2	7.0	4.2
CCN(CC)c1ccc(/C=N/NC(=O)c2cccc(N3CCCC3=O)c2)cc1	0.1	-0.9	-13.6	-5.7	1.6	-0.9	2.1	-1.8	-0.1	1.9	1.8
CC(C)[C@H](NC(=O)OC(C)(C)C)C(=O)N/N=C/c1ccc2nccnc2c1	-0.2	-1.8	-1.3	-15.5	-0.4	-0.7	-3.9	3.1	-0.7	0.5	-1.4
Nc1nc(Cl)cc(Sc2ccc3ccccc3c2)n1	0.7	-1.1	2.1	-1.8	2.7	2.1	1.3	-0.5	-0.4	.	2.5
CC(NC(=O)c1ccccc1SCC(=O)N1CCCC1)c1ccc(F)cc1 (configuration not stated)	0.7	-0.6	0.5	9.3	2.3	0.4	1.8	0.2	-1.9	2.7	-1.0
CC(C)(C)N(Cc1ccccc1)C(=O)COC(=O)CNC(=O)c1ccco1	0.9	-1.7	-0.4	-2.2	1.8	-3.9	0.0	-0.6	0.4	2.2	-1.0
O=C1CC(c2ccccc2)CN1Cc1ccccc1 (configuration not stated)	-0.3	-0.7	-1.6	-0.2	2.0	2.7	-2.8	-2.3	-1.2	-1.3	0.5
Cc1ccc(-c2nc(CS(=O)(=O)CC(=O)NC3CC3)c(C)o2)cc1	0.0	-0.6	0.2	-11.1	-0.7	-0.3	-1.2	1.0	-0.5	1.9	-2.6
COCCN(C(=O)C(C)C)c1nnc(-c2ccc(C(C)(C)C)cc2)s1	0.7	-0.6	-0.3	-6.6	2.9	0.2	-3.5	0.1	1.0	-6.8	0.6
COc1ccc(CC(=O)Nc2cc(Cl)ccc2O)cc1	-0.3	-1.8	1.5	3.3	-1.2	-1.8	2.4	-0.4	-0.5	-3.7	-0.9
CC(=O)N1CCN(C(=O)c2ccc(S(=O)(=O)Nc3ccccc3C)cc2)CC1	-1.4	-0.9	0.1	-1.0	1.4	-1.3	-3.1	-0.3	0.9	0.9	1.1
O=C(N/N=C\c1cccnc1)c1ccccc1O	2.4	-0.6	-1.8	-0.8	1.8	5.0	0.1	0.2	0.7	-0.9	5.6
Cc1cccc(NC(=O)c2ccc(COc3cccc4ccccc34)o2)n1	0.2	-1.6	-0.6	6.7	1.7	-1.4	4.8	0.7	0.4	-2.5	-1.3
COc1cccc(OC)c1C(=O)Nc1ccccc1NC(=O)c1c(OC)cccc1OC	2.2	-0.9	-0.8	2.0	-0.2	0.0	-3.1	-1.6	0.4	1.5	2.8
COc1cc(/C=C(\C#N)C(=O)Nc2ccc3ccccc3c2)c([N+](=O)[O-])cc1OC	-0.7	-1.1	-2.5	-8.3	0.5	0.9	-2.5	5.8*	-0.9	-9.6	1.3
COCCc1ccc(OC2(C)CCN(Cc3ccc(OC)c4ccccc34)C2)cc1 (configuration not stated)	.	-1.1	0.7	0.1	0.5	-3.9	-1.0	-1.5	-0.2	-5.5	-1.8
CCOC(=O)c1c(NC(=O)CSc2ncn[nH]2)sc(C(C)=O)c1C	-0.5	-1.3	-1.0	14.6	2.4	-2.6	5.0	0.9	1.3	21.3	0.3
COc1ccc(NC(=O)CC2SC(N3CCOCC3)=NC2=O)c(OC)c1 (configuration not stated)	2.8	0.0	-0.2	-5.8	1.2	-3.9	-2.2	-0.9	0.4	-2.1	-1.0
CCNc1c2c(nc3ccccc13)CC(C)(C)CC2=O	-0.1	-1.1	-1.0	-1.8	1.2	2.6	-4.1	-1.0	-0.3	1.5	3.1
COc1cccc(C(=O)Nn2c(C)nnc2-n2nc(C)cc2C)c1	1.1	-1.3	-0.6	0.8	-2.6	-1.1	-2.4	-1.1	0.4	-0.1	-0.9
Cc1cccc(NC(=O)CSCC(=O)OCc2ccccn2)c1	-0.1	-0.6	0.9	2.9	3.6	1.0	-4.9	-0.6	0.6	3.0	1.3
O=[N+]([O-])c1ccc(O)c(/C=N\N=C2c3ccccc3-c3ccccc32)c1	-0.9	0.4	1.6	0.0	2.9	-3.4	-6.3	3.2	-0.2	9.4	-0.7
O=C(Nc1ccc(OC(F)(F)C(F)F)c(NC(=O)c2cccc(F)c2)c1)c1cccc(F)c1	-0.4	-1.2	-0.5	-3.8	2.0	-3.3	-2.3	-0.3	0.5	-0.3	1.0
